Screening results (PubChem)
Pin1 inh = blocks the human prolyl isomerase Pin1. Potency, µM (titrated, usually from 115 µM), inactives show top-dose activity, negative = inhibition, most hits filed as inhibitors. Pin1 FP peptide displacement, HiFluor488, 10 min. AID 504891. Q13526. hit rate 0.009% among 390,000; active means well fitted inhibition curve with a large enough effect in the polarisation, with a control signal flat, not every such curve was filed as active; inconclusive means small, poorly fitted or top-dose-only effect, or effect the other way, or a change in a side signal; inactive means no such curve, though single readings can be large or run the other way; the % refers to the polarisation; further: on the % scale 0 is the no-effect control and ±100 the full control effect
Target sequence (Q13526 whole entry, looked up): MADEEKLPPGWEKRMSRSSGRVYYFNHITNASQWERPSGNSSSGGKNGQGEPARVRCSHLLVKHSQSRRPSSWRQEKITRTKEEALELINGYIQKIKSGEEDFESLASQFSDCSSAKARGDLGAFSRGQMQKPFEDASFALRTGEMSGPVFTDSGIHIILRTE
Pol iota inh = DNA polymerase iota (human) inhibition | Q9UNA4 | Pol iota fluorescent replication assay, 10 min | Potency, µM (doses to about 115 µM), without a hit: at the highest dose activity, negative = inhibition, hits mostly inhibitors | hit rate 1% among 390,000 | AID 588590
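Fluorescent replication assay read twice, at 0 min and 10 min after adding 50 nM (final) substrate. Enzyme (10 nM) and compounds were first incubated 15 min at room temperature; enzyme-free buffer wells were negative controls.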
GLS inhibitor = blocks human kidney-isoform glutaminase activity; O94925; GLS enzymatic activity, qHTS titration; Potency, µM (doses to about 45.5 µM), without a hit: top-dose activity change, negative = inhibition, usual class: inhibitors; hit rate 0.21% among 410,000; AID 624170; further: on the % scale 0 is the no-effect control and ±100 the full control effect
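hKGA; 45 mM KH2PO4 pH 8.2 + 0.02% Tween-20; cpd via pin tool; 1 mM Gln soln; GluOx/HRP/Amplex Red; RT 30 min; fluor. t0 & final.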
BLM helicase inh = inhibitors of human Bloom syndrome helicase BLM; hit rate 0.2% among 350,000; Potency, µM (titrated, usually from 56.1 µM), without a hit: at the highest dose activity change, negative = inhibition, most hits filed as inhibitors; P54132; recombinant BLM DNA unwinding, fluorescence dequenching;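 further: plate controls were vehicle for no effect and no enzyme for full effect; nearly all actives have a fitted effect of over 35% in size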
G9a block = G9a (human) methyltransferase inhibition | Q96KQ7 | G9a H3K9 monomethylation, AlphaScreen, 2 h | Potency, µM (titrated, usually from 102 µM), without a hit: at the highest dose activity, negative = inhibition, most hits filed as inhibitors | hit rate 8.8% among 350,000 | AID 504332; further: on the % scale 0 is the no-effect control and ±100 the full control effect; nearly all actives have a fitted effect of over 75% in size
Target sequence (Q96KQ7 913-1193 limits assumed): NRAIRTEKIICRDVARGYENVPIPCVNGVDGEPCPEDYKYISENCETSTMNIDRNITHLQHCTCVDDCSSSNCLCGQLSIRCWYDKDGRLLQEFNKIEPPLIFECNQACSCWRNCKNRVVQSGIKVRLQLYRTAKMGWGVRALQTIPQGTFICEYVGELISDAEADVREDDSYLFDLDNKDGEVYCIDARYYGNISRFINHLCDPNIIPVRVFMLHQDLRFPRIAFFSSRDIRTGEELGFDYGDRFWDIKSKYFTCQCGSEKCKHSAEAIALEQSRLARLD
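Step 1: enzyme (final 20 nM) with compound, 15 min RT. Step 2: substrate peptide 500 nM and SAM 20 uM, 2 h RT. Step 3: anti-H3K9me1 antibody and AlphaScreen beads, 10 min, then plate read.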
Tb PGK inh = blocks T. brucei phosphoglycerate kinase. Potency, µM (top dose mostly 57.5 µM), inactives show at the top dose activity change, negative = inhibition, most hits filed as inhibitors. PGK/GAPDH coupled, Kinase-Glo luminescence, 60 min. P07378. hit rate 0.043% among 380,000; further: on the % scale 0 is the no-effect control and ±100 the full control effect; nearly all actives have a fitted effect of over 60% in size
Target sequence (P07378 whole entry, looked up): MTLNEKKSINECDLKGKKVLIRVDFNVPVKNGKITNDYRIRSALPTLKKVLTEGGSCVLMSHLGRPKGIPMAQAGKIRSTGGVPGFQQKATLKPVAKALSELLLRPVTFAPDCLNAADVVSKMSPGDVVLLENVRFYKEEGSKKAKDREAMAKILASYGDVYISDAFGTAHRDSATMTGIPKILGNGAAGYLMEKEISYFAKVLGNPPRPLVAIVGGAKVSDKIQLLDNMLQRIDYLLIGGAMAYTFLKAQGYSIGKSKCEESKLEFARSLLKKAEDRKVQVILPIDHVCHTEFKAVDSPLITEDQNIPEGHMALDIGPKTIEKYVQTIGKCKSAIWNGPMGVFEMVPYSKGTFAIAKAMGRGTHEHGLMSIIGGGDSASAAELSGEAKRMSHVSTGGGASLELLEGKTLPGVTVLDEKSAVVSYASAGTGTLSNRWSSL
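Recombinant glycosomal PGK reaction used 1,3-bisphosphoglycerate generated in-well by GAPDH (100nM final) in 100mM TEA pH 7.6, 5mM MgCl2, 0.01% Tween-20. After 60 minutes at room temperature, ATP was read by Kinase-Glo Plus luminescence end-point.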
JMJD2A Tudor inh = JMJD2A Tudor domain (human) inhibition; AID 504339; AlphaScreen JMJD2A-Tudor / H3K4me3 peptide binding; Potency, µM (series often up to 114 µM), for the others: at the top dose activity change, negative = inhibition, usual class: inhibitors; O75164; hit rate 4.4% among 390,000; further: on the % scale 0 is the no-effect control and ±100 the full control effect; nearly all actives have a fitted effect of over 50% in size
HP1b chromo inh = inhibitors of HP1-beta chromodomain binding to methylated histone tails | P83916 | AID 540317 | Potency, µM (top dose mostly 114 µM), for the others: at the highest dose activity change, negative = inhibition, actives largely listed as inhibitors | hit rate 0.56% among 390,000 | AlphaScreen HP1-beta / biotin-H3K9me3 peptide binding; further: nearly all actives have a fitted effect of over 70% in size; inactives centre near 23
Target sequence (P83916 whole entry, looked up): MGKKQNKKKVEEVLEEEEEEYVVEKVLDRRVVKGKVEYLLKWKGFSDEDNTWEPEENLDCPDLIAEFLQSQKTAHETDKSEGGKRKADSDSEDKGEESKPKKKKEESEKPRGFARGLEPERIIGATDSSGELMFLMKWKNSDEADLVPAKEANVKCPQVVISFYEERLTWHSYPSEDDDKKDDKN
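Compound inhibition of the preformed complex between 50 nM HP1-beta and 50 nM biotinylated H3K9me3 peptide was read by AlphaScreen. Buffer was PBS pH 7.4 with 0.01% Tween-20. Incubations ran 30 min at room temperature, with 10 ug/mL donor/acceptor beads.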
BAZ2B block = blocks human BAZ2B; Potency, µM (doses to about 114 µM), for the others: at the top dose activity change, negative = inhibition, actives largely listed as inhibitors; hit rate 4.4% among 360,000; Q9UIF8; AlphaScreen BAZ2B-H3K14Ac peptide displacement; further: on the % scale 0 is the no-effect control and ±100 the full control effect; nearly all actives have a fitted effect of over 60% in size
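AlphaScreen displacement: compounds (up to 110uM) incubated 30 min at room temperature with a preformed 50 nM BAZ2B/50 nM biotinylated H3K14Ac peptide complex in PBS pH 7.4 with Tween-20. Donor and acceptor beads at 10 ug/mL final added, 20 min light-protected before reading.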
An asterisk follows results filed as active; i = inactive; ? = inconclusive; . = no result given; & = joins results of further samples; [ ] = another dose, or the depositor's remark. Unless noted, the call rests on the fitted dose curve; in most records, active means well fitted curve in the direction sought with a large enough effect; inconclusive means small, poorly fitted or top-dose-only effect, or another doubt; inactive means no such curve, though single readings can be large; an effect the other way counts as inactive or inconclusive. Potency means the concentration at half of the fitted maximal effect. Some of the compounds tested (hit frequency here may not be typical).

SMILES	Pin1 inh	Pol iota inh	GLS inhibitor	BLM helicase inh	G9a block	Tb PGK inh	JMJD2A Tudor inh	HP1b chromo inh	BAZ2B block
c1ccc(CCNc2ncnc3scc(C4COc5ccccc5O4)c23)cc1 (stereo not given)	31%[activator]	-11%	0%	-11%	3%[12.7 µM]	i	7%	44%[activator]	0%
Cc1noc2ncnc(Sc3ccccc3Cl)c12	-1%	6%	3%	-4%	-14%[12.7 µM]	0%	8%	95%[activator]	114%[activator]
Cc1cccc2cc(/C=C/C(=O)c3ccco3)c(Cl)nc12	.	22%	-28%	-4%	.	-10%	-12%	2%	?
O=C(NCc1ccccn1)c1ccc(CS(=O)(=O)Cc2ccc(Cl)cc2)o1	-7%	15%	7%	2%	-15%	3%	-5%	43%[activator]	-1%
CCOC(=O)c1ccc2[nH]c3c(c2c1)CCCC3C(=O)OCC (stereo not given)	-3%	2%	6%	-6%	?	4%	?	-20%	?
CCOC(=O)c1ccc(N2CCN(c3cc(Cl)ccc3C)CC2)c(NC(=O)Nc2ccc(OCC)cc2)c1	0%	28%	-2%	1%	5%[59 µM]	-7%	-21%	10%	-1%
Cc1ccccc1NS(=O)(=O)c1cccc(-c2nnc(-c3ccccc3)o2)c1	12%	-6%	.	-9%	5%[59 µM]	-3%	16%	23%	3%
Cn1c(C(=O)N2CCCCCC2)cc2c(=O)n(C)c3ccccc3c21	-11%	22%	2%	-3%	-49%	i	-22%	10%	5%
CCc1cc(C(=O)OC)c(NC(=O)C2CC(=O)NN2Cc2ccccc2)s1 (stereo not given)	-2%	32%[activator]	-2%	-4%	-27%	-4%	-25%	4%	-27%
Cc1ccc(Cl)cc1NC(=O)C1CC(=O)N(C(C)C)C1 (stereo not given)	0%	40%[activator]	2%	3%	20%[0.501 µM]	-2%	-11%	20%	3%
CCn1cc(C(=O)N2CCCC(CO)(Cc3ccccc3C)C2)cn1 (stereo not given)	?	20%	-1%	-2%	-13%	-3%	4%	39%[activator]	-18%
CCN1CCN(CC(=O)n2c3c(c4ccccc42)CC(C)CC3)CC1 (stereo not given)	-19%	-5%	-1%	-4%	0%[59 µM]	i	?	-22%	-11%
COc1ccc(C#Cc2c(-c3ccsc3)oc3ccc(N4CCOCC4)cc23)cc1	19%	21%	4%	.	.	3%	24%	89%[activator]	.
COc1ccc(CCN2C(=O)C3CC=C(C)CC3C2=O)cc1OC (stereo not given)	-6%	-12%	1%	-3%	11%[59 µM]	-5%	-19%	44%[activator]	8%
Cc1ccc(C)c(Cn2c(=O)n(CCCC(=O)NCc3ccco3)c(=O)c3ccccc32)c1	-2%	168%[activator]	64%[activator]	-1%	13%	6%	2%	35%	3%
O=C(Nc1cccc(F)c1)C1CCN(c2nnnn2-c2ccccc2)CC1	1%	1%	2%	-7%	-27%[59 µM]	-6%	-33%	9%	1%
CCC(C(=O)NCCCN1CCOCC1)n1c2ccccc2c2nc(=O)cc(C)n21 (stereo not given)	0%	-4%	3%	0%	.	9%	-15%	33%	-4%
COc1ccc([N+](=O)[O-])cc1NC(=O)COC(=O)C=C(C)C	3%	1%	-4%	-7%	19%[59 µM]	-7%	0%	41%[activator]	-7%
O=S(=O)(c1ccc2ccccc2c1)N1C=CC(C(F)(F)F)=NCC1	0%	-9%	2%	-4%	-16%[59 µM]	-1%	6%	40%[activator]	0%
CCOCCCn1c(=N)c(S(=O)(=O)c2ccccc2)cc2c(=O)n3cc(C)ccc3nc21	30%[activator]	15%&14%	5%&-3%	3%&-5%	-3%	-7%	-15%&-2%	-3%&34%	-2%&2%
Nc1ncccc1OCc1ccc(Cl)c(Cl)c1	2%	-18%	4%	-5%	.	-8%	-30%	-1%	-33%
Cc1c(NS(=O)(=O)c2cccc(C(=O)OCC(=O)c3ccc(Cl)cc3)c2)c(=O)n(-c2ccccc2)n1C	39%[activator]	2%	8%	.	.	i	-25%	-4%	.
CCCCOC(=O)C1C2CCC(O2)C1C(=O)OCC (stereo not given)	-7%	21%	-3%	.	.	3%	-9%	22%	.
COc1ccccc1CNc1ncnc2cc(Cl)ccc12	0%	142%[activator]	0%	-7%	24%[59 µM]	1%	-2%[57.1 µM]	55%[activator]	-2%
COC(=O)c1ccc(NC(=O)CSc2ccc(-c3sc(-c4ccccc4)nc3C)nn2)cc1	18%	6%	7%	-10%	-28%[59 µM]	-10%	-17%	33%	-13%

Record cards, from the list above.
COC(=O)c1ccc(NC(=O)CSc2ccc(-c3sc(-c4ccccc4)nc3C)nn2)cc1 is listed as Pin1 inh: 18%; Pol iota inh: 6%; GLS inhibitor: 7%; BLM helicase inh: -10%; G9a block: -28%[59 µM]; Tb PGK inh: -10%; JMJD2A Tudor inh: -17%; HP1b chromo inh: 33%; BAZ2B block: -13%
COc1ccccc1CNc1ncnc2cc(Cl)ccc12 is listed as Pin1 inh: 0%; Pol iota inh: 142%[activator]; GLS inhibitor: 0%; BLM helicase inh: -7%; G9a block: 24%[59 µM]; Tb PGK inh: 1%; JMJD2A Tudor inh: -2%[57.1 µM]; HP1b chromo inh: 55%[activator]; BAZ2B block: -2%

The list goes on:
SMILES	Pin1 inh	Pol iota inh	GLS inhibitor	BLM helicase inh	G9a block	Tb PGK inh	JMJD2A Tudor inh	HP1b chromo inh	BAZ2B block
c1cc(CNC23CC4CC(CC(C4)C2)C3)ccn1	-7%	69%[activator]	3%	3%	.	-2%	-26%	36%	?
OC(COc1cccc2ccccc12)CN1CCN(c2ccccc2Cl)CC1 (stereo not given)	?	-9%	-2%	-11%	-15%	-1%	-34%	13%	-20%
O=C(CSc1cccc[n+]1[O-])NN(c1ccccc1)c1ccccc1	15%	8%	18%	-2%	7%	i	-13%	71%[activator]	2%
CC(NC(=O)Cn1c(=O)oc2cc(S(=O)(=O)NCc3ccccc3)ccc21)c1ccccc1 (stereo not given)	7%	14%	-5%	-6%	7%[59 µM]	-9%	-23%	15%	-12%
C=CCCCCCCCCC(=O)Nc1c[nH]c(=O)[nH]c1=O	-10%	-9%	-1%	-3%	2%	.	-16%	2%	5%
Cc1ccccc1C(=O)c1cccn1CC(=O)N1CCCCCC1	-3%	-4%	-5%	-8%	-10%	-7%	4%	20%	-2%
COc1cc2cc(CN(CCCO)S(=O)(=O)c3ccccc3)c(=O)[nH]c2cc1OC	-7%	23%	-2%	0%	4%	-7%	-18%	26%	5%
CCN(CC(=O)N(CC(C)C)c1c(N)n(CC(C)C)c(=O)[nH]c1=O)Cc1nc2ccccc2c(=O)[nH]1	-3%	34%	2%	0%	-5%[12.7 µM]	-8%	0%	35%	10%
CCCCN(CCCC)CCC(O)c1cc2c(Cl)cc(Cl)cc2c2cc(C(F)(F)F)ccc12 (stereo not given)	-2%	9%	0%	-13%[21.4 µM]	-6%[59 µM]	-7%	-16%	40%[activator]	3%
O=[N+]([O-])c1ccc(NC2CCCC2)cc1	1%	24%	3%	-3%	-6%[59 µM]	-2%	-36%	-1%	-29%
CC(C)N=C(NC#N)SCc1ccccc1F	4%	-4%	-1%	0%	0%[12.7 µM]	-6%	-9%	39%	-5%
CCN(CC(=O)Nc1c(F)cccc1F)C(=O)c1ccc(C)c(S(=O)(=O)N2CCCCC2)c1	-3%	39%[activator]	-6%	.	0%	i	-21%	21%	6%
COc1ccc(Nc2nc(N)nc(C(F)(F)F)n2)c(OC)c1	-1%	93%	-1%	-6%	-28%[12.7 µM]	-5%	-22%	10%	0%
Cc1ccc(OCC(=O)NC(=S)Nc2cccc(NC(=O)c3ccccc3)c2)cc1	3%	12%	19%	3%	?	-1%	-12%	8%	-7%
Cn1cc(C2N3CC4(C)CN2CC(C)(C3)C4=O)c2ccccc21 (stereo not given)	15%	-6%	-4%	-6%	16%[59 µM]	-3%	-26%	28%	-14%
O=C(NCCc1nnc2ccccn12)c1cccs1	-5%	-6%	3%	-1%	-2%	-5%	-11%	38%	-20%
COC(=O)Nc1ccc(S(=O)(=O)N(C)CC(F)(F)C(F)F)cc1	-6%	13%	4%	-10%	10%[12.7 µM]	2%	-8%	40%[activator]	11%
COc1ccc(C(c2nnnn2Cc2ccc(F)cc2)N2CCN(c3ccccc3)CC2)cc1 (stereo not given)	1%	10%	9%	-7%	-2%	6%	-24%	11%	-8%
COC(=O)C1=C(C)NC(C)=C([N+](=O)[O-])C1c1ccccc1C(F)(F)F (stereo not given)	?	-11%	15%&17%	-15%	4%&12%[59 µM]	6%&-6%	?	1%&28%	-29%
CC(=O)N(c1ccc2oc(=O)sc2c1)S(=O)(=O)c1cccc2cccnc12	-1%	?	-17%	-4%	22µM*	-9%	-12%	22%	-19%
Cn1c(=O)cc(OCCCC(=O)NCc2ccc3c(c2)OCO3)c2ccccc21	-6%	0%	2%	-4%	-7%	-1%	-8%	22%	4%
CCOc1cc(NC(=O)C2CC2)c(OCC)cc1NC(=O)c1cccc(F)c1	-9%	123%[activator]	-16%	-5%	12%	-12%	4%	23%	2%
COc1ccnc(Oc2cccc(C(F)(F)F)c2)c1C(=O)N/C=N/OCc1ccccc1F	9%	44%[activator]	-4%	-14%	10%	i	-4%	55%[activator]	0%
OCCN1CCN(Cc2cccc(Oc3ccc(Cl)cc3)c2)CC1	6%	-9%	0%	0%	?	8%	-19%	15%	?
CCn1c(SCC(=O)Nc2cccc(C(C)=O)c2)nnc1C(C)C	-2%	-10%	6%	-1%	4%	-14%	-21%	5%	-20%
O=C(O)CN(c1ccccn1)S(=O)(=O)c1ccccc1	1%	-11%	2%	-9%	2%[12.7 µM]	-5%	6%	42%[activator]	-8%
O=C(/C=C/c1ccc(OC(F)F)cc1)OCC(=O)N1CCC(c2ccccc2)=N1	15%	20%	-1%	.	-6%[12.7 µM]	i	-19%	25%	-6%
c1ccc(Cc2nc3ccccc3n2Cc2ccccc2)cc1	2%	1%	2%	-8%	-4%[59 µM]	-4%	2%	38%[activator]	-1%
CC(=O)NCCn1c(SCc2cccc([N+](=O)[O-])c2)nc2ccccc2c1=O	-9%	93%[activator]	4%	0%	8%[59 µM]	-9%	-21%	22%	-14%
